From PubChem BioAssay
TDP2 inh: human TDP2 enzyme inhibitors, primary screen, biochemical, epi absorbance, recombinant enzyme | T5PNP hydrolysis, p-nitrophenol absorbance 415 nm | inhibition, % at 12.8 µM | 370,000 tested, 0.34% active;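 active = inhibition above the mean of all tested compounds plus 3 SD, set per campaign, cut at about 25% in these data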;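 note: 0% = DMSO with enzyme and 100% = buffer with substrate but no TDP2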
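Evaluation: % inhibition relative to enzyme-containing and enzyme-free wells. Material: recombinant human TDP2. Benchmarks: enzyme-free and DMSO wells. Timing: enzyme reaction with compound for 2 h at 37 °C. Compound dosing: 12.8 µM only. Measured by: p-Nitrophenol epi absorbance. Reagent: T5PNP substrate at 5 mM, a TopII-DNA adduct mimic. Replication: single well per compound.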
PRMT1 FP inh: PRMT1 methyltransferase inhibitors, primary screen, biochemical, fluorescence polarization; inhibition, % at 2.79 µM; recombinant PRMT1, activity-based probe fluorescence polarization; Protein arginine N-methyltransferase 1 (Homo sapiens), Q99873; AID 652257, 2013; 370,000 tested, 1.3% active;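 active = inhibition above about 21% made by adding two undisclosed values, limit read from the data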
PG9 binder: binders of HIV-1 gp120 antibody PG9, primary screen, biochemical, TR-FRET; HIV-1 gp120 / PG9 antibody interaction; TR-FRET gp120-PG9 antibody binding; inhibition, % at 6.7 µM; 360,000 tested, 0.43% active; AID 624416, 2012; in the data active = inhibition above about 8.5%
SIAE inh: human SIAE inhibitors, primary screen, biochemical, fluorescence polarization, FP-Rh probe, 1536-well HTS; Sialate O-acetylesterase (Homo sapiens), Q9HAT2; SIAE FP-Rh probe binding; inhibition, % at 9.66 µM; 370,000 tested, 0.69% active; AID 1053197, 2014;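 active = inhibition above a cutoff: mean of compounds within the control limits plus 3 SD of those, cut at about 17% in these data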;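 note: 0% = plate median of compound wells and 100% = probe without SIAE protein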
ABHD4 inh: ABHD4 inhibitors, primary screen, biochemical, fluorescence polarization, mouse; (Lyso)-N-acylphosphatidylethanolamine lipase (Mus musculus), Q8VD66; purified mABHD4, FP-Rh probe fluorescence polarization; inhibition, % at 8.92 µM; 370,000 tested, 0.54% active;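 active = inhibition exceeding the mean over every tested compound plus 3 SD, cut at about 30% in these data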;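 note: 0% = plate median of compound wells and 100% = S159A mutant with DMSO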
Target sequence (Q8VD66 whole entry, looked up): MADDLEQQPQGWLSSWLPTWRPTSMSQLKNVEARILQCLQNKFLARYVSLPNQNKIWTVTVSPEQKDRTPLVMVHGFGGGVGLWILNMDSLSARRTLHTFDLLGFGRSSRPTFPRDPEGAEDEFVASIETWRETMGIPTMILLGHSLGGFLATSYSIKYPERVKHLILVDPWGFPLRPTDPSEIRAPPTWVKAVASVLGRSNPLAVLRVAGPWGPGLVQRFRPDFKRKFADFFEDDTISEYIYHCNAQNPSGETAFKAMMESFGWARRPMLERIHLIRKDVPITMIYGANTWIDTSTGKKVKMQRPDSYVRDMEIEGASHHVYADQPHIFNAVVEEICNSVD
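Material: mouse ABHD4 enzyme, wild type; Benchmarks: S159A mutant high control, sample median low control; Buffer or medium: HEPES pH 7.0, NaCl, Pluronic buffer; Signal: fluorescence polarization; Read-out: percent inhibition of probe binding, normalized to plate controls; Timing: pre-incubation 45 min, probe exposure 60 min, at 25 °C; Dosing: 8.92 µM, single dose.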
TCR CD3 inh: inhibitors of human TCR-CD3 interaction, primary screen, biochemical, fluorescence, TAMRA-labeled TCR probe; 360,000 tested, 0.37% active; inhibition, % at 9.4 µM; T-cell receptor (TCR); in the data active = inhibition above about 19%;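 note: recombinant mutant TCR 2C K166C tagged with TAMRA read by polarization; 0% = receptor in buffer alone and 100% = receptor with positive control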
UHRF1 binding: UHRF1 methylated DNA binding inhibitors, primary screen, counter-screen for MBD2 inhibitor project, biochemical, TR-FRET, human UHRF1, single concentration; inhibition, % at 4.4 µM; UHRF1 binding to methylated oligo; 370,000 tested, 0.75% active; in the data active = inhibition above about 21%;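 note: UHRF1 SRA domain binding a hemimethylated CpG hairpin DNA probe; 0% = median of test compound wells and 100% = reference inhibitor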
Target sequence (Q96T88 whole entry, looked up, the tested form may be a part): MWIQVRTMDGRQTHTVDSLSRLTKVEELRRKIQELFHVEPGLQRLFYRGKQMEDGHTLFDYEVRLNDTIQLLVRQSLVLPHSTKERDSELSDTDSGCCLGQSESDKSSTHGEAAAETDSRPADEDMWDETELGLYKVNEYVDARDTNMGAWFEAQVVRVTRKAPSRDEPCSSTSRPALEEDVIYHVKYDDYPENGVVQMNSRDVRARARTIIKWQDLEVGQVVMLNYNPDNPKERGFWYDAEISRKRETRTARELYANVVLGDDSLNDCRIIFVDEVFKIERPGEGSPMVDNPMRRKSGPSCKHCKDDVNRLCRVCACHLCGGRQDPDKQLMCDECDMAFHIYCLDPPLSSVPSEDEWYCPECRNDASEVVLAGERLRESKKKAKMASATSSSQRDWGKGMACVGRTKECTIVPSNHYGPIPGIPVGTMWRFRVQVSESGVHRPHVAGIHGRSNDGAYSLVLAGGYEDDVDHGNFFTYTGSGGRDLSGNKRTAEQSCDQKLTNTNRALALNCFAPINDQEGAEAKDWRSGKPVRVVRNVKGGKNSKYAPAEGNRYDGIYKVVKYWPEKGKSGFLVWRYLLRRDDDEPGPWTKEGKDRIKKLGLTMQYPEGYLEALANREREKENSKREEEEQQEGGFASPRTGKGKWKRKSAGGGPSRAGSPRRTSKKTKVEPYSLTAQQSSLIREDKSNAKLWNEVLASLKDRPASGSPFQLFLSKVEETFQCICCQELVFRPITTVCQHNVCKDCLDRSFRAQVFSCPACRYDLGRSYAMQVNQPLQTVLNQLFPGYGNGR
LEDGF integ inh: blockers of LEDGF/p75-dependent integrase strand transfer – biochemical, TR-FRET, high throughput, primary screen. HIV-1 integrase (with human LEDGF/p75). TR-FRET IN-LEDGF/p75 DNA integration, Eu/Cy5. inhibition, % at 3.7 µM. 370,000 tested, 0.64% active;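 active = inhibition above the screen-wide mean plus 3 SD, cut at about 13% in these data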;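 note: signal is the Cy5 over europium emission ratio at 671 and 618 nm; 0% = plate median of compound wells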
Tn7 DDE FP: inhibitors of Tn7 peptide binding to fibrin DD(E), primary screen, biochemical, fluorescence polarization, human fibrin, Tn7 probe; Fibrinogen beta chain (Homo sapiens), P02675; FP displacement of FITC-Tn7 peptide from fibrin DD(E); 0% = median of compound wells per plate; inhibition, % at 8.3 µM; 370,000 tested, 0.13% active;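 active = inhibition above the mean of compounds falling within the control limits plus 3 SD of them, cut at about 14% in these data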;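 note: 0% = plate median of compound wells and 100% = 10 µM Aha-Tn7 peptide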
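Measure: % inhibition scaled between sample-field median and high-control FP; Test system: human fibrin DD(E); Quantity: 2 µM final DD(E) protein; Doses: one dose, 8.3 µM nominal; Schedule: compound with protein 10 min, then 3 h after probe, room temperature; Detection: fluorescence polarization; Medium: Tris buffer with calcium and detergent, pH 7.8.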
HTRA1 inh: HTRA1 serine protease inhibitors, primary screen, biochemical, fluorescence polarization, HTS. Q92743. recombinant HTRA1, FP-rhodamine activity-based probe. inhibition, % at 5.96 µM. 340,000 tested, 0.5% active; in the data active = inhibition above about 36%;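 note: 0% = enzyme with DMSO and 100% = wells lacking enzyme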
Active calls of the source: *; . = no result given.

Screens in order – TDP2 inh, PRMT1 FP inh, PG9 binder, SIAE inh, ABHD4 inh, TCR CD3 inh, UHRF1 binding, LEDGF integ inh, Tn7 DDE FP, HTRA1 inh
1. COc1ccc(C2CC(c3cccs3)=NN2c2ccc(F)cc2)cc1OC (centres undefined)
    -10, -2, 0.7, 5, -2, 1, 2, 2, -6, 3
2. C/C=C/C(=O)OCC(=O)Nc1ccccc1Br
    -17, -2, 0.1, -6, -4, -8, 7, 6, -8, 2
3. CCN1C(=O)C(O)(CC(=O)C(C)(C)C)c2cc(Br)ccc21 (centres undefined)
    3, 1, 1.2, -2, 7, -3, 0, -2, -4, -2
4. CC1CCCC(NC(=O)C2CCN(S(=O)(=O)N3CCCCCC3)CC2)C1C (centres undefined)
    8, -2, -0.1, 3, 0, 0, -1, -1, -2, 2
5. Cc1ccn2c(=O)nc(SCC(=O)N3CCN(c4ccccc4)CC3)nc2c1
    3, 1, -1.2, 18*, 2, 7, 0, 0, 1, 2
6. COc1ccc(NC(=O)CN(C)CC(=O)Nc2ccc(N3CCOCC3)cc2)c([N+](=O)[O-])c1
    0, 4, -1.0, -5, 2, 0, -1, -1, -5, 6
7. COc1cc(C(=O)Nc2cccc3cccnc23)cc(OC)c1OC
    2, -4, -0.3, 3, 12, -3, 0, 0, -6, -12
8. CCN(CC)c1ccc2c(Cl)cc(=O)oc2c1
    -5, 6, 0.6, -17, 13, 3, -4, 0, -8, .
9. COC(=O)c1ccccc1NC(=O)c1cc(-c2cccs2)on1
    -8, -1, -1.0, -3, 1, 2, -1, 1, -2, -4
10. Cc1onc(-c2ccccc2)c1C(=O)Nc1ccncc1
    -13, 2, -1.6, -3, 3, -2, 3, 2, 3, 3
11. CCOC(=O)C1CCN(C(=O)c2ccc(N3CCCC3=O)cc2)CC1
    11, -3, 1.5, -10, 6, 7, -1, 0, 3, 7
12. N#CC(C#N)=C(Nc1ccc(F)cc1)SCc1cccc(F)c1
    4, -1, -2.2, 5, -5, 7, -1, 1, -2, -4
13. CCN(CC)c1ccc(C=NCCNS(=O)(=O)c2ccc(C)cc2)cc1
    -21, 5, 1.3, 6, -5, 1, 7, -6, -5, 3
14. O=C1NC[C@H](CCCCN2C[C@H](Cc3ccccc3)N(Cc3ccccc3)C(=O)C2=O)N(CCc2ccc(O)cc2)C1=O
    1, 3, 0.6, 5, -2, 1, 0, 2, 0, .
15. Cc1cc(CNC(=O)CC2C(=O)NCCN2CC(C)(C)C)nn1C (centres undefined)
    9, 5, -2.5, 7, 11, 9, 1, 2, 5, 1
16. O=C(c1ccc(Cl)cc1)C1CCCN(C(=O)c2csnn2)C1 (centres undefined)
    -7, 1, -0.2, -3, 0, -2, -1, 2, -9, 8
17. COc1cc([N+](=O)[O-])cc(/C=N\NC(=O)C2COc3ccccc3O2)c1O (centres undefined)
    -10, -2, -3.1, 4, 17, 6, -4, -5, -9, 18
18. O=C(CCNC(=O)c1ccc(Br)cc1)OCc1ccccc1Cl
    -7, -3, 0.1, 7, -2, -6, -1, 1, 11, -10
19. N#Cc1ccc(CN2CCN(C(=O)CN3C(=O)NC4(CCCC4)C3=O)CC2)cc1
    -2, 2, 0.6, 0, 4, 4, 2, -4, -1, -5
20. O=C(NC(=S)Nc1ccc(N2CCOCC2)cc1)c1ccc2c(c1)OCCO2
    9, -3, -0.5, 3, -5, 7, -2, 0, 4, 5
21. CN1CCN(c2ccc(-c3cccc(NC(=O)COc4ccc(Cl)cc4Cl)c3)nn2)CC1
    3, -3, 2.1, 8, -9, 3, -2, -3, 1, -18
22. COc1ccc(S(=O)(=O)n2nc(C)cc2C)c(C)c1C
    2, -2, -0.7, -2, -2, 5, 0, -6, 8, -11
23. Cc1ccccc1C(=O)NCCCn1ccnc1
    -8, -5, 1.2, -4, -1, 10, -3, -2, 2, 1
24. O=C(O)COc1cnc2ccccc2n1
    -4, 2, -2.1, 4, 1, -4, 1, -1, 0, 0
25. COc1ccc(S(=O)(=O)N(CC(=O)NCC2CCCO2)c2ccccc2)cc1OC (centres undefined)
    6, 1, 0.8, 0, 3, -1, 3, -4, -5, 2
26. CCCCS(=O)(=O)N1CCCC(C(=O)Nc2ccc(Cl)cn2)C1 (centres undefined)
    9, 3, 1.9, -3, 9, 7, 0, 4, 0, -1
27. Cn1c(NCCN(CCO)CCCc2ccc([N+](=O)[O-])cc2)cc(=O)n(C)c1=O
    5, 20, -2.1, 0, 2, -5, 1, -3, -3, 2
28. CCC(C)NC(=O)c1ccc([N+](=O)[O-])c(Cl)c1 (centres undefined)
    9, 5, 0.9, 7, -13, 1, 4, 1, 0, 4
29. CCOC(=S)SCC(=O)N1CCc2ccccc2C1C1C(=O)CCCC1=O (centres undefined)
    9, -1, -1.6, 2, 3, 5, -2, -2, -4, -7
30. Cc1nnc2c(NCCC(C)C)nc3ccccc3n12
    -5, -3, -0.3, 7, -4, -5, 2, -2, 1, 2

Next part; it opens with the two that closed the last part.
Screens in order – TDP2 inh, PRMT1 FP inh, PG9 binder, SIAE inh, ABHD4 inh, TCR CD3 inh, UHRF1 binding, LEDGF integ inh, Tn7 DDE FP, HTRA1 inh
29. CCOC(=S)SCC(=O)N1CCc2ccccc2C1C1C(=O)CCCC1=O (centres undefined)
    9, -1, -1.6, 2, 3, 5, -2, -2, -4, -7
30. Cc1nnc2c(NCCC(C)C)nc3ccccc3n12
    -5, -3, -0.3, 7, -4, -5, 2, -2, 1, 2
31. Cc1ccc(S(=O)(=O)N(C)CC(=O)N(C)Cc2cccs2)cc1
    8, 1, -1.8, 7, 0, 1, -2, -1, -1, 1
32. COCCn1c(SCC(=O)NC(C)c2ccc(F)cc2)nc2ccccc21 (centres undefined)
    13, -2, 1.0, -3, 1, 5, 2, 1, 0, -3
33. O=C(NCc1cccs1)C(=O)NCC1OCCCN1S(=O)(=O)c1cc(F)ccc1F (centres undefined)
    1, 6, -0.4, -4, 0, -1, 3, -3, -7, -1
34. Cn1c(=O)[nH]c(=O)c2c1nc(NCCCn1ccnc1)n2Cc1ccc(F)cc1
    -2, -1, -0.3, 1, 1, 6, 1, -1, 7, 4
35. CCCNC(=O)c1ccccc1NC(=O)CSCc1ccc(OC)cc1
    -4, 0, -1.5, 5, 3, 14, 0, 2, 1, 0
36. C=C(C)C(=O)Nc1cccc(C2=NOC3(C2)C[C@H](C(N)=O)N(C(=O)c2ccccc2)C3)c1 (some centres undefined)
    -7, -1, -0.6, -20, -5, 3, 26*, 1, 2, -7
37. CCOC(=O)/C=C1\SCC(=O)N1CC(=O)NC(C)C
    -6, 1, 3.6, 1, -12, 8, 7, -4, 3, 5
38. O=C(NCc1cccs1)C1C(=O)Nc2ccccc2C(=O)N1C1CCCC1 (centres undefined)
    -6, -1, -0.2, -2, -6, 5, -3, 5, 4, .
39. COc1ccc(-c2nc3ccccn3c2C=O)cc1
    5, 1, -0.6, 2, -7, -4, 0, 3, -6, -6
40. CCCCNC(=O)C(c1ccc(-c2ccccc2)cc1)N(CCN1CCOCC1)C(=O)CCCCCN1C(=O)NC(c2ccc([N+](=O)[O-])cc2)C(C(=O)OCc2ccccc2)=C1C (centres undefined)
    -2, -1, -0.2, -10, 6, 4, 1, -2, -6, .
41. CCC1CCCCN1CCCNC(=O)c1cn(CC(C)C)c(=O)c2cc(OC)c(OC)cc12 (centres undefined)
    -3, 2, -0.3, -9, 5, 3, 1, -6, 0, 5
42. C=CCNc1cccc2c1S(=O)(=O)N[C@H](CC(C)C)CO2
    6, 2, 0.9, -3, 0, 5, 2, -3, 3, .
43. COc1ccc(NC(=S)NC2CCS(=O)(=O)C2)cc1 (centres undefined)
    -2, -1, -0.9, 3, -6, 4, 0, -1, 8, 8
44. COc1cc([N+](=O)[O-])ccc1NC(=O)NN1CCN(C)CC1
    -2, -2, -3.5, -4, -2, -1, -1, 1, -6, 4
45. CCCCCCCCN1C(=O)[C@@H](CC(=O)NCc2cccs2)C[C@@]2(C(=O)OC)C1=C[C@H](C(C)C)O[C@@H]2C1CC1
    -1, 1, ., 3, -8, ., -1, 2, 3, .
46. COc1cc(-c2nc(CN3CCCN(C(=O)c4ccco4)CC3)c(C)o2)ccc1F
    4, 1, -1.4, 0, -1, -1, 0, -4, 5, -1
47. O=C(COC(=O)c1cccnc1Cl)c1ccccc1
    -20, -1, 0.9, -3, -5, -8, 4, 2, -2, 2
48. COC(=O)c1[nH]c2ccccc2c1NC(=O)CN1CCN(c2cccc(OC)c2)C(C)C1 (centres undefined)
    5, -1, -0.4, 6, 17, 7, 0, -2, 8, -9

Full records, quoted from the list. Order of screens: TDP2 inh | PRMT1 FP inh | PG9 binder | SIAE inh | ABHD4 inh | TCR CD3 inh | UHRF1 binding | LEDGF integ inh | Tn7 DDE FP | HTRA1 inh
COc1ccc(NC(=O)CN(C)CC(=O)Nc2ccc(N3CCOCC3)cc2)c([N+](=O)[O-])c1 in the list: 0 | 4 | -1.0 | -5 | 2 | 0 | -1 | -1 | -5 | 6
CC1CCCC(NC(=O)C2CCN(S(=O)(=O)N3CCCCCC3)CC2)C1C (centres undefined) in the list: 8 | -2 | -0.1 | 3 | 0 | 0 | -1 | -1 | -2 | 2

Retrieved one by one from the entries so far:
Screens in order – TDP2 inh, PRMT1 FP inh, PG9 binder, SIAE inh, ABHD4 inh, TCR CD3 inh, UHRF1 binding, LEDGF integ inh, Tn7 DDE FP, HTRA1 inh
40. CCCCNC(=O)C(c1ccc(-c2ccccc2)cc1)N(CCN1CCOCC1)C(=O)CCCCCN1C(=O)NC(c2ccc([N+](=O)[O-])cc2)C(C(=O)OCc2ccccc2)=C1C (centres undefined)
    -2, -1, -0.2, -10, 6, 4, 1, -2, -6, .
32. COCCn1c(SCC(=O)NC(C)c2ccc(F)cc2)nc2ccccc21 (centres undefined)
    13, -2, 1.0, -3, 1, 5, 2, 1, 0, -3
46. COc1cc(-c2nc(CN3CCCN(C(=O)c4ccco4)CC3)c(C)o2)ccc1F
    4, 1, -1.4, 0, -1, -1, 0, -4, 5, -1
45. CCCCCCCCN1C(=O)[C@@H](CC(=O)NCc2cccs2)C[C@@]2(C(=O)OC)C1=C[C@H](C(C)C)O[C@@H]2C1CC1
    -1, 1, ., 3, -8, ., -1, 2, 3, .
35. CCCNC(=O)c1ccccc1NC(=O)CSCc1ccc(OC)cc1
    -4, 0, -1.5, 5, 3, 14, 0, 2, 1, 0
